Screening data deposited in PubChem by National Center for Advancing Translational Sciences (NCATS).
MCF10A rerep = induces DNA re-replication in MCF 10a normal breast cells | MCF 10A DNA re-replication, Hoechst nuclear intensity, 48 h | Potency, µM (highest dose often 46.1 µM), inactives show at the top dose activity, positive = re-replication, actives largely listed as activators | 2.9% of 350,000 active; note: % of control where 0% means no effect; nearly all actives have a fitted effect of over 50% in size
TGFb SMAD3 inh = inhibitors of TGF-b signaling | AID 588855 | Potency, µM (top dose mostly 46.1 µM), for inactives: top-dose activity, negative = inhibition, actives largely listed as inhibitors | 1.2% of 410,000 active | HepG2 CAGA-GFP TGF-b/SMAD3 reporter, GFP fluorescence, 18 h; TGF-beta stimulated, 500 pg/mL final; note: % is set by controls: 0 for no effect and ±100 for the full control effect; nearly all actives have a fitted effect of over 65% in size
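First, reporter cells (HEPG2 CAGA-GFP) rested 2 h at 37 degrees C. Next, compounds were pinned in and TGF-beta added to 500 pg/mL final. After 18 h, GFP was imaged per cell and summed per well.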
Nrf2 block = inhibitors of Nrf2 signaling | 2.1% of 360,000 active | AID 504444 | Potency, µM (highest dose often 46 µM), without a hit: at the top dose activity change, negative = inhibition, most hits filed as inhibitors | A549 ARE-Fluc reporter, luciferase luminescence, 18-24 h; note: % is set by controls: 0 for no effect and ±100 for the full control effect; nearly all actives have a fitted effect of over 60% in size
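Cells were seeded and rested 2 h, then exposed to compounds for 18-24 h. CellTiter-Fluor was read first as a viability measure. BugLite was added 15 min before the final luminescent read of ARE-luciferase activity in A549 cells.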
ATXN2 expr inh = inhibitors of ATXN2 expression | HEK-293 ATXN2-luciferase reporter, luminescence, 24 h | Potency, µM (highest dose often 57 µM), for inactives: top-dose activity change, negative = inhibition, actives largely listed as inhibitors | 0.72% of 360,000 active | AID 1745845; note: % is set by controls: 0 for no effect and ±100 for the full control effect; nearly all actives have a fitted effect of over 55% in size
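ATXN2-luciferase reporter cells (luciferase flanked by upstream and downstream ATXN2 gene portions) were treated 24 h at 37 °C with compounds at up to 57 uM. SteadyGlo luminescence gave expression; GF-AFC fluorescence gave viability.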
A549 tox = A549 cytotoxicity, counter-screen for Nrf2 inhibitors. Potency, µM (highest dose often 46 µM), without a hit: at the highest dose activity change, negative = cytotoxicity, hits mostly inhibitors. A549 ARE-Fluc cells, CellTiter-Fluor viability, 18-24 h. 0.16% of 390,000 active; note: % is set by controls: 0 for no effect and ±100 for the full control effect
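A549 ARE-Fluc cells in 5% FBS OPTI-MEM, 5000 cells/well, rested 2 h then exposed to compounds in concentration-response for 18-24 h at 37 °C. Viability by CellTiter-Fluor fluorescence (Ex 405/Em 525) after 30 min; luciferase luminescence (BugLite, 15 min, RT) read afterwards.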
EPAC2 antag = EPAC2 (human) antagonism; Q8WZA2; EPAC2 GEF exchange of Rap1B-BODIPY-GDP, fluorescence; 0.18% of 360,000 active; Potency, µM (top dose mostly 114 µM), for the others: top-dose activity, negative = inhibition, actives largely listed as inhibitors; note: % is set by controls: 0 for no effect and ±100 for the full control effect; nearly all actives have a fitted effect of over 45% in size; many of its hits are not listed in these tables
Target sequence (Q8WZA2 whole entry, looked up): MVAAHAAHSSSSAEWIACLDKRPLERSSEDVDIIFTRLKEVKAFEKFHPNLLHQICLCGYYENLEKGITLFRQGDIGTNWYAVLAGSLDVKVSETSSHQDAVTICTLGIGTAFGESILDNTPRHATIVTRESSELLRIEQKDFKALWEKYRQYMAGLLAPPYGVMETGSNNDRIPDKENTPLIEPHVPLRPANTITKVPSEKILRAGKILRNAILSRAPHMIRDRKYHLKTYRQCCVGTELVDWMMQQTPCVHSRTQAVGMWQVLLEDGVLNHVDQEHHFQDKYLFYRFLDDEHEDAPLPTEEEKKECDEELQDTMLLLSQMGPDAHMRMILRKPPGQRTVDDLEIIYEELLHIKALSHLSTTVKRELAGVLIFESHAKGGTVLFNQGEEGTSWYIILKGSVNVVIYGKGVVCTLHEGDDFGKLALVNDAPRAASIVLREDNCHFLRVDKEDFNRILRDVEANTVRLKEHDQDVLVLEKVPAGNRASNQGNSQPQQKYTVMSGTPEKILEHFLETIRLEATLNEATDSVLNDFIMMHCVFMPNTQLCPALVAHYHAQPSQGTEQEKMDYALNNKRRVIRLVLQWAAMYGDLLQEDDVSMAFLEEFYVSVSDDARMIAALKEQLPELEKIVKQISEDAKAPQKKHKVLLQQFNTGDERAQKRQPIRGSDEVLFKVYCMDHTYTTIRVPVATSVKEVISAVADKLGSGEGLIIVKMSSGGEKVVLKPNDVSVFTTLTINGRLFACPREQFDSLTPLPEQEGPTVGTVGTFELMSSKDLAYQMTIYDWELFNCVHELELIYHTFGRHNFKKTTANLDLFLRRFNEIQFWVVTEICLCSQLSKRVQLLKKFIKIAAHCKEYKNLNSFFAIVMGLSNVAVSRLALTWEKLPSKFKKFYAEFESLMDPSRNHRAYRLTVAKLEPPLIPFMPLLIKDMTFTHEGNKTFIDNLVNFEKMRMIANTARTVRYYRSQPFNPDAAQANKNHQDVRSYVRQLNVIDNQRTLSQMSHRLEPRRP
Nrf2 ARE act = activates Nrf2 signaling. AREc32 ARE-luciferase reporter (MCF7-derived line), luminescence, 24 h. Potency, µM (highest dose often 46.1 µM), for inactives: top-dose activation, hits mostly activators. 0.31% of 410,000 active; note: % of control where 0% means no effect; nearly all actives have a fitted effect of over 65% in size
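AREc32 cells carrying an ARE-driven firefly luciferase, 1000 cells/well in OPTI-MEM with 5% FBS, dosed after overnight attachment and incubated 24 hr at 37 deg C. Steady-Glo luminescence read after 30 min at RT.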
S2 tox = reduces viability in counter-screen for ATXN expression inhibitors; S2 cells (HEK-293 line with an ATXN2-luciferase reporter) viability, CellTiter-Fluor protease fluorescence, 24 h; Potency, µM (series often up to 56.7 µM), actives largely listed as cytotoxic; 0.49% of 400,000 active; AID 651635; note: nearly all actives have a fitted effect of over 40% in size
HepG2 viability = HepG2 cytotoxicity, counter-screen for TGF-b inhibitors; Potency, µM (top dose mostly 46.1 µM), without a hit: at the top dose activity change, negative = cytotoxicity, most hits filed as cytotoxic; 0.76% of 410,000 active; HepG2 CAGA-GFP viability, ATP luminescence, 18 h; AID 588856; note: some results filed as inactive show a strong effect at the top dose
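CellTiter-Glo luminescence gave cytotoxicity after 18 hours at 37 degrees C. The cells were HepG2 CAGA-GFP in 1% FBS DMEM, stimulated with 500 pg/mL TGF-beta after compound addition. %Activity was normalised to no-cell wells (complete cell-killing) and DMSO (no toxicity), and curves were fitted and classified.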
Starred values were filed as active, the others as inactive; i = inactive; ? = inconclusive; . = not tested or not shown; & = joins results of further samples; [ ] = remark or other dose. Calls come from the whole dose curve; as a rule, active = well fitted curve in the direction sought with a large enough effect; inconclusive = small, poorly fitted or top-dose-only effect, or another doubt; inactive = no such curve, though single readings can be large; an effect the other way counts as inactive or inconclusive. Potency is the fitted concentration of half-maximal effect. A portion of the library; the hit share may differ from the screen's.

SMILES | MCF10A rerep | TGFb SMAD3 inh | Nrf2 block | ATXN2 expr inh | A549 tox | EPAC2 antag | Nrf2 ARE act | S2 tox | HepG2 viability
Cc1cc(NC(=O)Cn2ccc([N+](=O)[O-])n2)no1 | 7% | 1% | 5% | 7% | -8% | 1% | 1.4% | i | -3%
CC(=O)NS(=O)(=O)c1ccc(NC(=O)c2ccc(-n3nc(C)cc3C)cc2)cc1 | -27% | 13% | 0% | -2% | 2% | -1% | 0.2% | i | 9%
CCOC(=O)N1CCN(C(=O)Nc2ccccc2Cl)CC1 | -4% | 0% | -8% | 6% | 1% | 19% | -0.7% | i | 4%
CC1CCCN(CCCNC(=O)c2ccc3c(c2)N(Cc2ccc(F)cc2)C(=O)c2ccccc2S3=O)C1 (centres undefined) | 2% | ? | 4% | -25% | 1% | 10% | 6.5% | i | -48%
Cc1cc(C)c(C(=O)NC2CCCc3c2cnn3-c2cccc(C)c2C)o1 (centres undefined) | ? | -5% | ? | 66%[activator] | -13% | 1% | 0.3% | i | -9%
Cc1ccc(/C=C/C(=O)N2CCC(Cc3ccccc3)CC2)cc1 | ? | -27% | 3% | 14% | 1% | -5% | 0.1% | i | -17%
COc1cccc(N2CCN(C(=O)Cn3cnc4onc(-c5ccc(F)cc5)c4c3=O)CC2)c1 | . | ? | 16µM* | -31% | 3% | . | 2.0% | i | -4%
CCc1ccc(CN(C(=O)c2cc3ccccc3oc2=O)C2CCS(=O)(=O)C2)cc1 (centres undefined) | 4% | 14%&-3% | 10%&13% | 64%&62%[activator] | -3%&-8% | 2% | 16%&10% | i | -3%&-29%
CCCCNC(=S)N1CCN(C)CC1 | -6% | 2% | 7% | -8% | 2% | -10% | -0.7% | i | -6%
O=C(O)c1cccc(NC(=S)N/N=C/c2cccc(O)c2)c1 | 0% | 7% | 2% | ? | 1% | -5% | 0.3% | i | 24%
CCOC(=O)CC1=C(C#N)C(c2cccnc2)C(C(=O)OCC)=C(N)O1 (centres undefined) | 6% | 0% | 10% | 2% | 2% | 14% | 9.9% | i | 1%
COc1ccc(CCC(=O)Nc2cc3c4c(c2)CCC(=O)N4CCC3)cc1 | 8% | -11% | -27% | 0% | -8% | 3% | 2.6% | i | -4%
COc1cc2ccccc2cc1C(=O)Nc1ccc2oc(=O)ccc2c1 | 2% | -7% | -8% | 2% | 6% | 5% | -0.8% | i | -3%
O=C1NC(C(=O)O)=CC(c2cccc(Cl)c2Cl)N1 (centres undefined) | ? | 7% | -7% | 2% | -6% | -11% | 0.3% | i | 3%
O=C(Cn1nnc(-c2ccccc2NC(=O)c2cccs2)n1)Nc1ccccc1 | ? | -9% | ? | -8% | -14% | -2% | 0.1% | i | -45%
COc1cc(NC(=O)C2C3CCC(O3)C2C(=O)O)cc(OC)c1 (centres undefined) | -15% | -28% | -18% | -1% | 1% | 26% | 0.4%[9.22 µM] | i | -22%
O=C(c1cnn2c(C(F)F)cc(-c3ccccc3)nc12)N1CCCCC1c1cccnc1 (centres undefined) | 5% | -19% | ? | -19% | -1% | -15% | 0.3% | ? | -5%
Cc1ccc(Nc2nc(=O)c3cccnc3s2)c(Br)c1 | 0% | -8% | ? | 168%[activator] | 0% | ? | 2.1% | i | -18%
CC1(C)C(=O)N(CC(=O)Nc2ccc(Cl)cc2)c2ccccc21 | . | -17% | . | -15% | -12% | . | 4.8% | ? | -3%
c1csc(-c2nnc(N3CCCCCC3)c3ccccc23)c1 | ? | 1% | 9% | 47%[activator] | 0% | -8% | 13µM* | i | 12%
CCOc1nc(-c2ccc(C)cc2)ccc1-c1noc(-c2ccccc2F)n1 | . | -1% | 10% | . | -6% | . | 2.9% | . | -3%
CCCCC(=O)Nc1cccn2ncnc12 | -8% | 1% | ? | -35%[11.3 µM] | 0% | 6% | 0.4% | i | 0%
Cc1cnc(C(=O)OCc2c(C)cc(C(C)(C)C)cc2C)cn1 | 25% | -12% | ? | -11% | 0% | -21% | 0.3% | i | 6%
COc1ccc(OC)c(NS(=O)(=O)c2cccc3cccnc23)c1 | 4% | 9% | ? | 1% | 2% | -12% | 27% | i | -3%
CC1(NC(=O)Cc2c(F)cccc2Cl)CCS(=O)(=O)C1 (centres undefined) | 5% | -2% | 7% | -3% | -7% | -9% | -0.2% | i | 0%
COC(=O)[C@@H]1C[C@@H]2CC[C@@H](O)C[C@@H]2N1Cc1ccc(N2CCN(C)CC2)cc1 | -9% | -11% | 1% | 8% | 1% | 1% | -0.8% | i | -44%
Cc1ccc(C(=O)OCC(=O)Nc2ccc3c(c2)OCO3)cc1S(=O)(=O)N1CCOCC1 | 7% | -9% | 12% | -6% | 0% | -1% | -0.4% | ? | 0%
CCOc1cc(C2C(C(=O)OC)=CN(Cc3ccc(Cl)cc3)C=C2C(=O)OC)ccc1O | ? | ? | 6% | . | 14% | ? | 2.5% | i | -7%
c1ccc2c(c1)CCN(CCCNc1nc3ccccc3n3cnnc13)C2 | 7% | 3% | 9% | -1% | 1% | 14% | 4.8% | ? | 5%
CCN(C(=O)COC(=O)CCn1c(C)csc1=O)c1c(N)n(Cc2ccccc2)c(=O)[nH]c1=O | -1% | -3% | -10% | 6% | -1% | 10% | 0.0% | i | 18%

A draw from above in order of length of the SMILES, high to low.
SMILES | MCF10A rerep | TGFb SMAD3 inh | Nrf2 block | ATXN2 expr inh | A549 tox | EPAC2 antag | Nrf2 ARE act | S2 tox | HepG2 viability
Cc1ccc(C(=O)OCC(=O)Nc2ccc3c(c2)OCO3)cc1S(=O)(=O)N1CCOCC1 | 7% | -9% | 12% | -6% | 0% | -1% | -0.4% | ? | 0%
O=C(c1cnn2c(C(F)F)cc(-c3ccccc3)nc12)N1CCCCC1c1cccnc1 (centres undefined) | 5% | -19% | ? | -19% | -1% | -15% | 0.3% | ? | -5%
CC1(C)C(=O)N(CC(=O)Nc2ccc(Cl)cc2)c2ccccc21 | . | -17% | . | -15% | -12% | . | 4.8% | ? | -3%
COc1cc(NC(=O)C2C3CCC(O3)C2C(=O)O)cc(OC)c1 (centres undefined) | -15% | -28% | -18% | -1% | 1% | 26% | 0.4%[9.22 µM] | i | -22%
COc1ccc(OC)c(NS(=O)(=O)c2cccc3cccnc23)c1 | 4% | 9% | ? | 1% | 2% | -12% | 27% | i | -3%
CC1(NC(=O)Cc2c(F)cccc2Cl)CCS(=O)(=O)C1 (centres undefined) | 5% | -2% | 7% | -3% | -7% | -9% | -0.2% | i | 0%
c1csc(-c2nnc(N3CCCCCC3)c3ccccc23)c1 | ? | 1% | 9% | 47%[activator] | 0% | -8% | 13µM* | i | 12%
Cc1ccc(Nc2nc(=O)c3cccnc3s2)c(Br)c1 | 0% | -8% | ? | 168%[activator] | 0% | ? | 2.1% | i | -18%
CCCCC(=O)Nc1cccn2ncnc12 | -8% | 1% | ? | -35%[11.3 µM] | 0% | 6% | 0.4% | i | 0%

Additional records follow:
SMILES | MCF10A rerep | TGFb SMAD3 inh | Nrf2 block | ATXN2 expr inh | A549 tox | EPAC2 antag | Nrf2 ARE act | S2 tox | HepG2 viability
Cc1ccc(OCCC(=O)OCC(=O)NCc2ccccc2)cc1 | -28% | 1% | 3% | 6% | -11% | -3% | -0.7% | i | 15%
COc1ccc(OC)c(S(=O)(=O)N2CCN(C)CC2c2ccccc2)c1 (centres undefined) | -1% | 1% | 6% | 3% | 0% | 7% | 0.3% | i | -4%
CCCN(CCC)C(=O)c1c2c(nc3ccccc13)C(=O)N(C1CCCCC1)C2 | . | 52%[activator] | 11% | . | 5% | . | -0.7% | . | 4%
CCn1c(SCC(=O)N2CCCC2)nc2c(c1=O)SCC2 | 0% | 8% | -2% | -2% | -11% | 14% | -0.1% | ? | 3%
COC(=O)c1c(C)[nH]c(O)c1C=Nc1ccc(C(C)C)cc1 | ? | -7% | 2% | 47%[activator] | ? | -28% | 7.5% | ? | -40%
CCn1c(SCC(=O)Nc2ccccc2N2CCCCC2)nc2c1c(=O)n(C)c(=O)n2C | -3% | 3% | ? | -25% | ? | 7% | -0.5% | i | 0%
O=C(Cc1ccc(F)cc1)Nc1cccc(-c2nc3cccnc3s2)c1 | . | 0% | -29% | . | 6% | . | 0.7% | . | -3%
Cc1ccc(C(=O)NCCCNC(=O)c2ccccn2)cc1 | -8% | -3% | 6% | 3% | 6% | 4% | 0.3% | i | -2%
O=C(NNC1CC(=O)N(c2ccc3c(c2)OCCO3)C1=O)c1ccc(Cl)cc1 (centres undefined) | -1% | 3% | -20% | 1% | 0% | 1% | 0.5% | i | 3%
CC(=O)NS(=O)(=O)c1ccc2c(c1)C(=O)c1cc(S(=O)(=O)NC(C)=O)ccc1-2 | 0% | 9% | 6% | . | -10% | 9% | 0.4% | i | 7%
COc1ccccc1Cn1c(=O)oc2ccc(C)cc21 | -22% | -3% | -15% | -13%[11.3 µM] | 2% | 28µM* | 9.3% | i | -30%
Cc1ccc(C)c(S(=O)(=O)c2cnc(SCC(=O)Nc3ccc(F)cc3F)[nH]c2=O)c1 | . | 6% | 8% | -5% | 1% | . | -0.6% | i | 0%
CN(C)S(=O)(=O)c1cccc(NC(=O)COC(=O)c2cccc(S(=O)(=O)N3CCc4ccccc4C3)c2)c1 | -8% | -6% | -26% | -3% | -1% | 0% | -0.1% | i | -17%
COC(=O)C1=C(C)N(c2ccc(C(=O)OC)cc2)C(=O)C1 | 6% | -4% | -13% | -5% | -8% | -1% | 2.6% | i | -25%
O=C(NC1CCCCCCC1O)c1ccccc1 (centres undefined) | 9% | -4% | ? | -7% | 15% | 13% | 0.5% | i | -1%
CCN(C[C@H]1N[C@@](CC)(C(=O)OC)[C@H]2C(=O)N(C)C(=O)[C@@H]12)C(=O)Nc1ccc(F)cc1 | 2% | -1% | -1% | 1% | -6% | -2% | -0.7% | i | 0%
